PLK1_PBD_block = qHTS for Inhibitors of PLK1-PDB (polo-like kinase 1 - polo-box domain): Primary Screen | actives 2.8% (n = 360,000) | Plk1 PBD binding of FITC phosphopeptide, fluorescence polarization | Potency, µM, for the others: max response, negative = inhibition, hits mostly inhibitors | Serine/threonine-protein kinase PLK1 (Homo sapiens), P53350; note: potency is the fitted concentration of half-maximal effect; series mostly up to about 57 µM; % is set by controls: 0 for no effect and ±100 for the full control effect; nearly all actives have a fitted effect of over 65% in size
WRN_helicase_inh = qHTS for Inhibitors of WRN Helicase; Bifunctional 3'-5' exonuclease/ATP-dependent helicase WRN (Homo sapiens), Q14191; WRN helicase unwinding, fluorescent forked duplex, kinetic; Potency, µM (top dose mostly 114 µM), without a hit: top-dose activity change, negative = inhibition, hits mostly inhibitors; actives 0.46% (n = 360,000); AID 651768, 2012; note: potency is the fitted concentration of half-maximal effect; % is set by controls: 0 for no effect and ±100 for the full control effect; nearly all actives have a fitted effect of over 55% in size
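Fluorescence dequenching readout, ex 525 nm/em 598 nm, kinetic mode: forked duplex DNA (100 nM final) with adjacent fluorophore and quencher unwound by WRN (20 nM final) with 2 mM ATP. Compound preincubation 15 min, room temperature.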
DRD3_antagonist = qHTS of D3 Dopamine Receptor Antagonist: qHTS | D(3) dopamine receptor (Homo sapiens), P35462 | D3R cells, DiscoveRx beta-arrestin luminescence, antagonist mode; stronger effect = lower value | max response, negative = inhibition, % | actives 2.5% (n = 360,000) | AID 652054, 2013; in the data active = max response below about -50%; inconclusive = no clear call, values can overlap the other calls; note: % is set by controls: 0 for no effect and ±100 for the full control effect; mostly tested at two doses, the higher about 12 µM
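Cells expressing the human receptor were seeded at 1500 cells/well, incubated overnight at 37 degrees C in 5% CO2, then exposed to library compounds with dopamine controls for 90 minutes at 37 degrees C before luminescent detection.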
HEK293_tox = qHTS of GLP-1 Receptor Inverse Agonists: Cytotox Screen. actives 0.13% (n = 410,000). Potency, µM (doses to about 38.3 µM), for the others: at the top dose activity change, negative = inhibition, actives largely listed as inhibitors. AID 624418, 2012. HEK293 cAMP-luciferase reporter cells, luminescence, 24 h;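 note: loss of luciferase light is scored as toxicity; potency is the fitted concentration of half-maximal effect; % is set by controls: 0 for no effect and ±100 for the full control effect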
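To flag toxic compounds, the library was rerun on cells for 24 hr at 37 deg C and 5% CO2. Viability-linked luminescence was captured 12 min after adding luciferase detection reagent.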
GLP1R_ag = qHTS of GLP-1 Receptor Agonists. HEK293 GLP-1R CRE-luciferase, luminescence, 4-6 h; cells express a hypersensitive GLP-1R form. Potency, µM (highest dose often 45.6 µM), inactives show top-dose activation, most hits filed as activators. actives 0.007% (n = 380,000). AID 624172, 2012; note: potency is the fitted concentration of half-maximal effect; % of control where 0% means no effect
Target sequence (P43220 whole entry, looked up): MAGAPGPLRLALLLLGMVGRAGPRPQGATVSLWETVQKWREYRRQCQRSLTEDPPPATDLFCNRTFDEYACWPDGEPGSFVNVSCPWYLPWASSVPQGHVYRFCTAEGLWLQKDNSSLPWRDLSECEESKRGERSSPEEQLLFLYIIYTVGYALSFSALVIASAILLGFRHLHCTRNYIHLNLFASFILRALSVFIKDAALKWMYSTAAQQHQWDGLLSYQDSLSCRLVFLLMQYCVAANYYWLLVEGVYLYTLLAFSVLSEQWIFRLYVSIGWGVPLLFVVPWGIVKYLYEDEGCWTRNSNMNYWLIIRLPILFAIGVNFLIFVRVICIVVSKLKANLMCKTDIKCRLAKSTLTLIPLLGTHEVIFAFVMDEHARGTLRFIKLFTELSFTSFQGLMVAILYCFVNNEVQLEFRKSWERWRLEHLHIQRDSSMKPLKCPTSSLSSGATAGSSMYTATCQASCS
PI5P4K_alpha_inh = qHTS for Inhibitors of phosphatidylinositol 5-phosphate 4-kinase (PI5P4K); Phosphatidylinositol 5-phosphate 4-kinase type-2 alpha (Homo sapiens), P48426; actives 1.2% (n = 330,000); PI5P4Kalpha enzyme, ADP-Glo luminescence, 60 min; stronger effect = lower value; max response, %; active = max response of -50% or lower; inconclusive = between -30% and -50%; inactive = -30% or higher; note: value at the top dose of about 77 µM; % is set by controls: 0 for no effect and ±100 for the full control effect
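Enzyme plus substrate dispensed, test compounds pinned in, then ATP (5 microM final) added. After 60 min at RT, ADP-Glo reagent 1 for 45 min and reagent 2 for 30 min preceded luminescence imaging.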
D3_ag = qHTS of D3 Dopamine Receptor Agonist: qHTS; D3R DiscoveRx beta-arrestin cells, luminescence, 90 min; actives 0.58% (n = 410,000); max activation, %; D(3) dopamine receptor (Homo sapiens), P35462; in the data active = max activation above about 30%; note: 0% is about no effect; mostly tested at two doses, the higher about 12 µM
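Cells at 1500/well, incubated overnight, then treated with pinned compounds (dopamine as control) for 90 min at 37 degrees C. DiscoveRx reagent added for 30 - 60 minutes at room temperature; luminescence read.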
IL2_activator = qHTS of IL-2 Activators. IL-2 activation reporter assay, cell-based qHTS; stimulated with anti-CD3/CD4/CD28 beads; in transgenic mouse T cells. activation, % (series mostly up to about 46 µM). actives 0.065% (n = 360,000). AID 652025, 2013; in the data active = activation above about 50%; inconclusive = mostly about 30% to 49%; note: 0% is about no effect
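Screening format: compound pinned onto unstimulated transgenic mouse T cells, 60 min incubation, then anti-CD3/anti-CD4/anti-CD28 bead stimulation for 18 hours at 37 degrees C, followed by EGFP and DsRed detection.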
GLP-1R_inv_ag = qHTS of GLP-1 Receptor Inverse Agonists (Inhibition Mode) | Glucagon-like peptide 1 receptor (Homo sapiens), P43220 | HEK293 GLP-1R CRE-luciferase, luminescence, 24 h; GLP-1R form is constitutively active | Potency, µM (top dose mostly 38.3 µM), without a hit: top-dose activity change, negative = inhibition, actives largely listed as inhibitors | actives 1.6% (n = 410,000) | AID 624417, 2012; note: potency is the fitted concentration of half-maximal effect; % is set by controls: 0 for no effect and ±100 for the full control effect; nearly all actives have a fitted effect of over 55% in size
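GLP-1R inverse agonism mode: basal reporter luminescence in engineered HEK293 cells measured after one day of compound exposure at 37 deg C, with a 12 min room-temperature detection step.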
* = called active by the depositor; ? = inconclusive; & = joins results of further samples. Unless noted, calls come from the whole dose curve; as a rule, active = well fitted curve in the direction sought with a large enough effect; inconclusive = small, poorly fitted or top-dose-only effect, or another doubt; inactive = no such curve, though single readings can be large; an effect the other way counts as inactive or inconclusive. This is a subset, so the mix of outcomes need not match the whole.

SMILES PLK1_PBD_block WRN_helicase_inh DRD3_antagonist HEK293_tox GLP1R_ag PI5P4K_alpha_inh D3_ag IL2_activator GLP-1R_inv_ag
COc1ccccc1OC(=O)Oc1ccccc1OC 0% 0% -11 -2% 17%&11% 0 4&4 0.6 ?

Screening data deposited in PubChem BioAssay by National Center for Advancing Translational Sciences (NCATS).
